CHO-K1 Ca antag – M1 antagonist counterscreen hit in parental CHO-K1 cells; ATP-induced calcium, Fluo-8 fluorescence; inhibition, % at 3 µM; hit rate 0.6% among 360,000; AID 602250;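 active means inhibition above a per-plate cutoff, the plate's mean sample inhibition plus 3 SD, cut at about 24% in these data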;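 further: 0% = DMSO plus EC80 ATP and 100% = DMSO alone without ATP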
CHRM1 agonist – human M1 muscarinic receptor agonism. P11229. CHO-K1 hM1, Fluo-8 calcium fluorescence, agonist mode; 0% DMSO, 100% acetylcholine EC100. activation, % at 3 µM. hit rate 0.33% among 360,000;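 active means activation above the run's mean compound activation plus 3 SD, cut at about 16% in these data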;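 further: peak over basal fluorescence ratio within a 140 s kinetic read after compound addition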
Target sequence (P11229 whole entry, looked up): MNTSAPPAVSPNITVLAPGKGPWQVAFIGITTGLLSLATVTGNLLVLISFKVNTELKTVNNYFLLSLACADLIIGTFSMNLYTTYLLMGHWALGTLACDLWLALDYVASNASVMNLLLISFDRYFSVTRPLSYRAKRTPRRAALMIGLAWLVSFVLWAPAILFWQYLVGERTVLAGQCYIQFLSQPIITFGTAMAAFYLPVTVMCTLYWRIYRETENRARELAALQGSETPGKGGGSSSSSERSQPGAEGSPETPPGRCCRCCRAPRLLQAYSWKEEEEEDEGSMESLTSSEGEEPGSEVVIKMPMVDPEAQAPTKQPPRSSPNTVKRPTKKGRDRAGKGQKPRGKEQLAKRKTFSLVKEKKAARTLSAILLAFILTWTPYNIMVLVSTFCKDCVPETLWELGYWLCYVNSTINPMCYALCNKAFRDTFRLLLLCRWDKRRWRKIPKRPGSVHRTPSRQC
OXTR potentiator – human OXTR potentiation. CHO-OTR cells, Fluo-8 calcium fluorescence, potentiator mode; 0% = oxytocin EC15, 100% = EC100. activation, % at 3 µM. hit rate 0.061% among 320,000. AID 2445;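 active means activation above that plate's cutoff, the mean activation of tested compounds plus 3 SD, cut at about 6.6% in these data, passing the limit was not always enough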;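 further: 100% uses oxytocin at 75 nM as the full agonist control; some results filed as inactive read as strong as hits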
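Dosing: Single dose, 3.0 µM nominal final compound concentration | Material: Human OTR in CHO cells | Technique: Kinetic Fluo-8 calcium fluorescence | Benchmarks: EC15 oxytocin alone as 0%, 75 nM oxytocin as 100% | Probe or stimulus: Oxytocin at about EC15, sub-maximal agonist stimulus | Incubation: Compound 6 min at room temperature before oxytocin, 100 s read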
TAAR1 antagonist – human TAAR1 antagonism. inhibition, % at 3 µM. CHO RD-HGA16 TAAR1, Fluo-8 calcium fluorescence, antagonist. Q96RJ0. hit rate 1.5% among 360,000;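 active means inhibition above a per-plate cutoff, the mean inhibition of test compounds on that plate plus 3 SD, cut at about 49% in these data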;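 further: 0% = DMSO plus EC80 beta-PEA response and 100% = DMSO alone without agonist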
Target sequence (Q96RJ0 whole entry, looked up): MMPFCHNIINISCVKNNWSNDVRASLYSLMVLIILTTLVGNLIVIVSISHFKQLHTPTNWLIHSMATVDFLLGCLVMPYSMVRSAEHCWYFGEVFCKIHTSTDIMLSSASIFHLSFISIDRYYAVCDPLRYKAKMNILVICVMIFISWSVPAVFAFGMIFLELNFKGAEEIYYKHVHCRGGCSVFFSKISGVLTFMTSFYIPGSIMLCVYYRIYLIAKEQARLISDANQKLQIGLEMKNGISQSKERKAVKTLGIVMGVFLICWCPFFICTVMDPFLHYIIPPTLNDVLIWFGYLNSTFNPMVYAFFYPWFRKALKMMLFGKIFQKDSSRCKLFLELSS
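Material: RD-HGA16 CHO cells with stable hTAAR1 and Gα16; Dosing: single nominal final test compound concentration of 3 µM; Schedule: seeding 17-24 h prior, 75-min 37 °C, 30-min RT dye loading; Detection: kinetic Fluo-8 calcium fluorescence measurement; Measure: % inhibition from peak post-agonist over basal fluorescence ratio; Benchmarks: vehicle and agonist controls.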
CHO-K1 Ca PAM – nonselective activator or artifact in parental CHO-K1 calcium assay; ATP EC20, Fluo-8 calcium fluorescence; 0% at ATP EC20, 100% at ATP max; activation, % at 3 µM; hit rate 0.02% among 360,000; AID 602247;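 active means activation above the run cutoff, the mean activation of all test compounds plus 3 SD, cut at about 40% in these data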;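 further: peak over basal fluorescence ratio in a 140 s read after ATP addition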
M1 ag parental – nonselective activator or artifact in parental CHO-K1 cells. hit rate 0.48% among 360,000. Fluo-8 calcium fluorescence; scaled to maximal ATP response, vehicle zero. activation, % at 3 µM. AID 602248; in the data active means activation above about 15%;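 further: untransfected CHO-K1 host cells lacking M1 receptor as counterscreen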
CHRM1 antagonist – blocks human M1 muscarinic receptor; P11229; CHO-K1 hM1, Fluo-8 calcium fluorescence, ACh EC80 antagonist; inhibition, % at 3 µM; hit rate 1.3% among 360,000; AID 588852;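 active means percent inhibition above its own plate's cutoff, namely the mean of that plate's compound wells plus 3 SD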;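 further: peak over basal fluorescence ratio during 140 s after agonist addition; 0% = ACh EC80 plus DMSO and 100% = DMSO alone without agonist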
CHO parental Ca – counter-screen: ATP calcium response change in parental CHO cells. parental CHO-K1, ATP-induced calcium, Fluo-8 fluorescence. inhibition, % at 5.6 µM. hit rate 0.63% among 330,000. AID 463079;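 active means inhibition above that plate's mean sample inhibition plus 3 SD, cut at about 26% in these data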;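 further: 0% = ATP-challenged DMSO wells and 100% = DMSO wells without ATP; some compounds past the cut are filed as inactive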
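Assay system: untransfected parental CHO cell line. Also added: ATP agonist challenge. Dosing: one dose, 5.6 µM nominal. Measured by: Fluo-8 fluorescence. Read-out: % inhibition. Benchmarks: ATP wells versus no-ATP DMSO wells. Repeats: no replicates.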
TAAR1 ag – agonists of human TAAR1. activation, % at 3 µM. hit rate 0.99% among 360,000. AID 624467. CHO RD-HGA16 TAAR1, Fluo-8 calcium fluorescence; vehicle wells 0%, saturating PEA agonist 100%;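 active means activation above the mean activation of all test compounds in the run plus 3 SD, cut at about 38% in these data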
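System: CHO RD-HGA16 cells carrying human TAAR1 plus Gα16; Incubation: 17-24 h seeding, 75 min 37 °C dye, 30 min RT; Measured by: Fluo-8 fluorescence, 5 s baseline then 140 s kinetic read; Control set: DMSO and PEA EC100; Replication: single well for each compound.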
* = called active by the depositor; nt = no result given.

Every second line gives: CHO-K1 Ca antag	CHRM1 agonist	OXTR potentiator	TAAR1 antagonist	CHO-K1 Ca PAM	M1 ag parental	CHRM1 antagonist	CHO parental Ca	TAAR1 ag
- CCc1nnc(NC(=O)CSc2nnc3nc(C)cc(C)n23)s1
→ -7	-6	-5	-9	10	0.9	-3	-6	-2
- CCOc1ccc(C(=O)NCCN2CCCCC2)c(OCC)c1
→ -7	-10	-12	-12	-4	0.1	-2	-8	0
- CC(C)(C)OC(=O)C[C@H]1C/C=C\C[C@H](CC(=O)N(CCO)Cc2ccccc2)C(=O)N[C@@H](Cc2ccccc2)COC1=O
→ -9	-5	-3	32	3	2.6	2	-34	12
- O=C(NC1CCCCCC1)c1ccc(Cl)c(S(=O)(=O)N2CCOCC2)c1
→ -21	3	-14	0	-11	2.3	-14	-15	3
- COc1cc(C(=O)NCC2CCCO2)cc(OC)c1OC (stereo not drawn)
→ -22	-1	-6	15	-7	1.0	0	-1	11
- O=C(/C=C/c1ccc2c(c1)OCO2)NCCSCc1ccc(Cl)cc1Cl
→ 2	7	nt	17	13	5.8	-11	nt	5
- CCC(O)c1nc2ccccc2n1CCc1ccccc1 (stereo not drawn)
→ -4	-1	-6	-17	-26	1.4	-18	-13	5
- CN(C)Cc1ccc(CNC(=O)COc2ccc3ccccc3c2)cc1
→ -17	-10	-3	-13	6	6.4	23	-16	4
- C=CCOc1cccc(C2/C(=C(/O)c3ccc(F)cc3)C(=O)C(=O)N2CCN2CCOCC2)c1 (stereo not drawn)
→ -3	-4	-10	-2	13	0.2	-2	-16	3
- O=c1n(Cc2ccccc2)nc2n1-c1ccccc1SC2
→ -10	-6	3	-23	-1	0.1	-9	-6	1
- COc1ccc(C(=O)N/N=C(/C)c2cccc(NC(=O)C(F)(F)F)c2)cc1
→ -16	0	-2	-11	17	0.9	-8	-7	5
- O=S(=O)(c1cccc(-c2nnco2)c1)N1CCCC1
→ 4	-2	-9	-1	4	0.2	-30	-16	10
- CSc1ccc(/C=N/N(C)S(=O)(=O)c2ccc(C)cc2)cc1
→ 9	-2	-21	2	-20	2.0	17	63*	-2
- O=C(NCC(=O)N1CCN(S(=O)(=O)c2ccccc2F)CC1)c1ccc2c(c1)OCO2
→ -5	-3	-4	-11	-10	0.2	-6	-4	1
- COc1ccc(-c2ccc(SCc3ccccn3)nn2)cc1OC
→ -4	1	-12	16	4	3.1	3	-8	13
- CCOc1ccc(N2CC(C(=O)Nc3cccc(S(=O)(=O)N4CCOCC4)c3)CC2=O)cc1 (stereo not drawn)
→ 6	-7	nt	5	10	0.0	-6	nt	1
- Cc1ccc(S(=O)(=O)CCC(=O)NNC(=O)CN(C)S(=O)(=O)c2ccc(C)cc2)cc1
→ -18	-1	-1	-31	14	0.5	-20	-17	4
- CCOC(=O)Nc1ccc2ncn(C)c(=O)c2c1
→ -22	8	-7	-8	22	-0.7	-16	-5	0
- Cc1nn(-c2ccccc2)c(/N=C/c2ccccc2O)c1-c1ccccc1
→ -6	-5	-3	32	8	-0.1	1	-18	4
- O=c1c2nccnc2[nH]c(=S)n1Cc1ccccc1Cl
→ -2	0	-6	-9	15	0.4	-14	-10	0
- CCOC(=O)c1c(-c2cccs2)csc1NC(=O)CSc1ncn[nH]1
→ 2	-3	-11	nt	4	6.9	0	21	nt
- COc1cc(/C=C2\NC(=S)N(C)C2=O)ccc1O
→ -8	-4	-7	1	14	1.6	4	-6	13
- C[C@H]1CN([C@@H](C)CO)S(=O)(=O)c2ccc(-c3cccc(F)c3)cc2O[C@@H]1CN(C)C
→ -9	-1	nt	-13	9	0.8	-14	nt	1
- CC(OC(=O)C1CCCC1)C(=O)Nc1ccc(S(N)(=O)=O)cc1 (stereo not drawn)
→ 2	1	-6	-4	7	0.8	-12	7	3
- COc1cc(OC)c2c(C)cc(=O)oc2c1C(CCN1CCOCC1)c1ccc2c(c1)OCO2 (stereo not drawn)
→ -3	-5	-5	9	6	1.2	-6	2	4
- COc1ccc(NC(=O)C2CC(c3ccccc3Cl)=NO2)cc1 (stereo not drawn)
→ -2	0	-8	-17	8	1.7	6	-5	2
- O=S1(=O)CCN2C(=N1)Sc1c2ccc2c1CCCC2
→ -24	-6	4	0	4	0.5	-6	-9	5
- CCN(c1ccccc1)C1(O)C(=O)c2ccccc2C1=O
→ 2	-6	-3	13	6	-0.1	1	-2	3
- CCOc1ccc(N(C)Cc2cc(=O)oc3ccc(OCC)cc23)cc1
→ -8	-7	nt	19	1	-0.4	-14	nt	-2
- CCOC(=O)c1cnc(-c2ccc(C(F)(F)F)cn2)[nH]c1=O
→ 0	-3	1	-19	-10	0.3	-2	1	4

Sorted by the number under CHRM1 antagonist (falling): three of the compounds above
molecule,CHRM1 antagonist
CN(C)Cc1ccc(CNC(=O)COc2ccc3ccccc3c2)cc1,23
CC(C)(C)OC(=O)C[C@H]1C/C=C\C[C@H](CC(=O)N(CCO)Cc2ccccc2)C(=O)N[C@@H](Cc2ccccc2)COC1=O,2
COc1cc(C(=O)NCC2CCCO2)cc(OC)c1OC (stereo not drawn),0

Further structures:
Every second line gives: CHO-K1 Ca antag	CHRM1 agonist	OXTR potentiator	TAAR1 antagonist	CHO-K1 Ca PAM	M1 ag parental	CHRM1 antagonist	CHO parental Ca	TAAR1 ag
- CCOC(=O)C1=C(C)NC(=O)NC1/C=C\c1ccccc1 (stereo not drawn)
→ -10	-5	nt	-13	10	1.5	-19	nt	1
- COc1cc(NC(=S)NCCC(c2ccccc2)c2ccccc2)c(OC)cc1Cl
→ 2	-6	-10	10	0	-0.5	6	-13	1
- Cc1ccc(C(=O)NCC(=O)N(C)Cc2ccccc2C)s1
→ 17	5	nt	-24	-17	-0.3	-16	nt	1
- COc1ccccc1C(=O)Nc1ccc(-c2nnn(CC(=O)N3CCN(C(=O)c4ccco4)CC3)n2)cc1
→ -4	-5	-9	5	22	2.5	3	-22	7
- CCOCCCNC(=O)C(c1ccc(C)cc1)N(Cc1ccc2c(c1)OCO2)C(=O)CNC(C)=O (stereo not drawn)
→ 3	11	-12	-3	-3	-0.1	-18	-13	2
- CCOc1ccc(N2C(=O)CC(N3CCc4ccccc43)C2=O)cc1 (stereo not drawn)
→ 12	-5	-5	9	-7	0.2	6	-6	3
- Cc1ccc(COn2c(-c3ccc(Cl)cc3)nc3ccc([N+](=O)[O-])cc32)cc1
→ 14	0	-1	27	-1	6.0	7	-7	34
- Cc1ccc(S(=O)(=O)N2CCCC2)cc1C(=O)NCc1ccccn1
→ 10	-2	-6	-20	-5	0.0	-4	-11	2
- CCCCC(=O)Nc1cccc(NC(=O)C(C)C)c1
→ -3	-3	3	-1	12	1.9	6	-16	8
- Cc1ccc(-c2nc(C#N)c(NCc3cccc4c3OCO4)o2)cc1
→ -5	-6	0	5	10	0.2	-1	1	2
- COc1ccc(-c2csc(NC(C)c3nc4cc(Cl)c(Cl)cc4n3CCOCCO)n2)cc1 (stereo not drawn)
→ -15	-6	-15	-6	18	0.6	-3	-25	4
- Cc1ccccc1OCC(=O)N=Nc1c(O)n(C)c2ccccc12
→ -10	-3	3	54*	14	1.8	-7	-17	6
- COc1ccc(C2=NN(C(=O)c3cccs3)C(c3ccccc3O)C2)cc1 (stereo not drawn)
→ -8	-8	-7	-7	-9	0.5	-3	-14	1
- COc1ccc(N2Cc3cccc(C(=O)N4CCN(C(=O)c5ccco5)CC4)c3C2=O)cc1
→ 11	-1	-2	-7	3	0.7	1	-10	2
- O=c1[nH]c(C2CCN(S(=O)(=O)c3cccc(Cl)c3)CC2)nc2c1nnn2Cc1ccccc1
→ -8	-8	nt	-10	15	0.9	-9	nt	3
- Cc1ccc(NC(=O)C2CCCN(S(=O)(=O)c3c(C)noc3/C=C/N(C)C)C2)cc1F (stereo not drawn)
→ -10	0	-8	6	9	1.7	-11	1	11
- C[C@H]1CC[C@@]2(O[C@@H](CCO)C[C@H](O)[C@H]2O)O1
→ -2	0	-3	8	8	0.2	-10	5	-1
- COc1ccc(C(=O)NC2CCN(C(=S)Nc3cc(C)cc(C)c3)CC2)cc1
→ 14	-6	-13	11	-7	0.6	-8	-2	6
- COc1cc(NC(=O)C2=COCCO2)c(OC)cc1Cl
→ -7	-4	-4	-38	22	-0.4	-19	-1	2
- COc1ccc(Br)cc1C(=O)NC(=S)Nc1c(C)n(C)n(-c2ccccc2)c1=O
→ -3	-7	-3	-2	14	0.6	-11	-11	0
- COc1ccc(Br)cc1/C=N/NC(=O)CNC(=O)C1COc2ccccc2O1 (stereo not drawn)
→ 1	0	-10	26	11	6.8	16	-9	3
- Cc1ccc(C(C(=O)NCc2ccco2)N(C(=O)Cc2cccs2)c2cccnc2)cc1 (stereo not drawn)
→ 3	-7	-5	25	7	4.3	9	-33	7
- COc1ccc(NC(=O)c2ccc3c(c2)NC(=O)CO3)cc1OC
→ -8	-4	-21	-1	-1	0.9	7	8	0
- CC(C)c1nc2cc(C(=O)N(C)C3CCOCC3)ccc2o1
→ -8	-2	-12	-8	14	0.5	-9	1	0
- COc1ccc(C2C=C(c3ccccc3)Nc3nnnn32)cc1 (stereo not drawn)
→ 5	1	-6	19	-10	0.0	-20	-16	2
- O=C(Nc1ccon1)C1CCN(S(=O)(=O)c2cccs2)CC1
→ 1	-4	-8	-7	-7	0.3	-5	-5	12
- Cc1ccc(CNC(=O)Nc2ccccc2)c(C)c1
→ -1	-8	0	-11	-7	0.0	-8	8	5
- CN(CC(=O)Nc1ccc(OC(F)(F)F)cc1)C(=O)C1CCC1
→ -18	-5	-1	-28	12	0.9	-7	-15	3
- O=C(c1ccccn1)N(Cc1ccco1)C1(C(=O)NC2CCCCC2)CCCCC1
→ -18	-1	-15	-17	-3	0.6	-7	-36	11
- Cc1ccccc1S(=O)(=O)Cc1ccc(C(=O)NCCCN2CCN(C)CC2)o1
→ -2	-6	5	6	6	-0.3	-6	9	12
- COc1ccc(CCN2C(=O)CN=C2Nc2ccc(F)cc2)cc1OC
→ 4	-6	-3	0	3	-0.1	-4	-20	5
- CCc1nn(C(CC)C(=O)NCc2cccs2)c(=O)c2cc3occc3n12 (stereo not drawn)
→ -12	-3	-8	-24	-4	1.6	-5	-29	0
- CC(O)C(NC(=O)OCc1ccccc1)C(=O)OCc1ccccc1 (stereo not drawn)
→ -7	9	-4	-7	-12	0.5	4	-5	0
- Cc1ccc2c(c1)c1ncnc(N3CCN(c4ccccc4)CC3)c1n2C
→ -5	-4	-8	-2	4	0.4	-3	-12	3
- CCOc1cc2c(cc1OC)C(c1cccc([N+](=O)[O-])c1)NCC2 (stereo not drawn)
→ -12	-3	-6	106*	6	1.0	-1	-23	0

Source: PubChem (The Scripps Research Institute Molecular Screening Center)
